LYPLA2 counter: LYPLA2 (human) inhibition in PME1 counter-screen; O95372; recombinant LYPLA2, FP-Rh probe fluorescence polarization; inhibition, % at 5.9 µM; 0.38% of 320,000 active; AID 2177;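 active means inhibition above the screen-wide mean plus 3 SD, limit set per campaign, cut at about 26% in these data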;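 further: 0% = LYPLA2 with DMSO and 100% = wells lacking LYPLA2 enzyme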
Target sequence (O95372 whole entry, looked up): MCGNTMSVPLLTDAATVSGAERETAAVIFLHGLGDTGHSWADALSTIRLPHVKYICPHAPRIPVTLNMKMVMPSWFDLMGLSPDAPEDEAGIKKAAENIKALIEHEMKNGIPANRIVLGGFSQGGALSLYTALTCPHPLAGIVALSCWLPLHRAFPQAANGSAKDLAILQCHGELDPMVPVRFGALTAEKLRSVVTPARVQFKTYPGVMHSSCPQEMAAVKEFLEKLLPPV
PAD4 inh: PAD4 (human) enzyme inhibition; Q9UM07; 0.41% of 330,000 active; recombinant PAD4, RCA probe fluorescence polarization; AID 485272; inhibition, % at 6.36 µM;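 active means percent inhibition above a cutoff equal to the mean of all tested compounds plus 3 SD, cut at about 15% in these data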;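 further: 0% = PAD4 with RCA probe and DMSO and 100% = probe without PAD4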
LYPLA1 inh: LYPLA1 (human) inhibition in PME1 counter-screen. O75608. recombinant LYPLA1, FP-Rh probe fluorescence polarization. inhibition, % at 5.9 µM. 0.16% of 320,000 active. AID 2174;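 active means inhibition above the mean of all tested compounds plus 3 SD, set per campaign, cut at about 14% in these data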;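 further: inhibitors block serine hydrolase probe labeling of LYPLA1 so polarization falls; 0% = enzyme with DMSO and 100% = wells lacking LYPLA1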
PAFAH1B2 inh: blocks human PAF acetylhydrolase 1b catalytic subunit 2. inhibition, % at 3.39 µM. AID 492953. P68402. 1.2% of 340,000 active. recombinant PAFAH1B2, FP-rhodamine activity probe, fluorescence polarization;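 active means inhibition above the mean of all tested compounds plus 3 SD, cut at about 24% in these data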;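 further: 0% = enzyme with DMSO and 100% = wells lacking PAFAH1B2; many of its hits are not listed in these tables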
pPAFAH inh: pPAFAH (human) enzyme inhibition; AID 463082; Q13093; inhibition, % at 3.39 µM; recombinant pPAFAH, FP-rhodamine probe fluorescence polarization; 1.5% of 330,000 active;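 active means inhibition above the mean inhibition across the screen plus 3 SD, cut at about 25% in these data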;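 further: inhibitors block binding of the rhodamine activity-based probe so polarization drops; 0% = enzyme with DMSO and 100% = wells lacking pPAFAH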
Target sequence (Q13093 whole entry, looked up): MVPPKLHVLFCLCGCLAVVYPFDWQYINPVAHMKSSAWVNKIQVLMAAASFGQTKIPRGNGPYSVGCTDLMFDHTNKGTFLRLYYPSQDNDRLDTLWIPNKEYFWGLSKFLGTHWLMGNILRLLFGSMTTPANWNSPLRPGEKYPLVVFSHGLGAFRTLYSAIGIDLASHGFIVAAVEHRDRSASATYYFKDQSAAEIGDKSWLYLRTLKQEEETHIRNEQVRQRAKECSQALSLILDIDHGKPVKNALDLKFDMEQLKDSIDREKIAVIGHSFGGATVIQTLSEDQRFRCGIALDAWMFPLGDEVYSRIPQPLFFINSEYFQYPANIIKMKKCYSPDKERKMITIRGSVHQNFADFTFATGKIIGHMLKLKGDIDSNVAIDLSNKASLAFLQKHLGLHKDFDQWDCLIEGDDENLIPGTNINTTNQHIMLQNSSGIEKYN
PAFAH1B3 inh: PAFAH1B3 (human) inhibition; Q15102; recombinant PAFAH1B3, FP-rhodamine probe, fluorescence polarization; inhibition, % at 3.39 µM; 0.28% of 340,000 active; AID 492972;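 active means inhibition above the screen-wide average of all tested compounds plus 3 SD, cut at about 25% in these data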;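 further: 0% = enzyme with DMSO only and 100% = wells lacking PAFAH1B3 protein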
Target sequence (Q15102 whole entry, looked up): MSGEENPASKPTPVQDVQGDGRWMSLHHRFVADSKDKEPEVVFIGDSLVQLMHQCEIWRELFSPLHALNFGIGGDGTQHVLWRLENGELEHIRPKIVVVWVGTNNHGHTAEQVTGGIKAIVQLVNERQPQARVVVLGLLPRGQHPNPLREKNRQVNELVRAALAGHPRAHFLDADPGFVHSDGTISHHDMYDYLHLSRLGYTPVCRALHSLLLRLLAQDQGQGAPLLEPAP
GSTO1 counter: GSTO1 inhibition, counter-screen for RBBP9 inhibitors | P78417 | recombinant GSTO1, activity-based probe fluorescence polarization | inhibition, % at 5.96 µM | 1.1% of 300,000 active | AID 1974;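 active means inhibition above the campaign mean inhibition plus 3 SD, cut at about 35% in these data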;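 further: 0% = GSTO1-1 with DMSO and 100% = wells lacking GSTO1-1 enzyme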
PREPL inh: inhibitors of human prolyl oligopeptidase-like enzyme PREPL | Q4J6C6 | AID 2751 | inhibition, % at 5.96 µM | 0.68% of 320,000 active | recombinant PREPL, fluorescence polarization activity-based probe; in the data active means inhibition above about 43%;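 further: 0% = enzyme with DMSO and 100% = wells lacking enzyme; many of its hits are not listed in these tables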
PAFAH2 inh: inhibitors of human PAFAH2. Q99487. recombinant PAFAH2, FP-rhodamine activity probe, fluorescence polarization. inhibition, % at 3.39 µM. 0.99% of 340,000 active. AID 492956;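 active means inhibition above the mean over all tested compounds plus 3 SD, cut at about 30% in these data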;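 further: inhibitors block probe labeling of enzyme so polarization drops; 0% = enzyme with DMSO and 100% = wells lacking PAFAH2 protein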
Numbers without * were called inactive.

Screening O=C(C1=NN[C@@H]2C(=O)N(Cc3ccccc3)C(=O)[C@H]12)c1ccc(F)cc1 returned LYPLA2 counter -2, PAD4 inh 1, LYPLA1 inh -2, pPAFAH inh -3, GSTO1 counter 1 and PREPL inh 19.
Screening CCCCn1nc(-c2ccccc2)c2nc3ccccc3nc21 returned LYPLA2 counter -1, PAD4 inh 3, LYPLA1 inh 0, pPAFAH inh 3, GSTO1 counter -1 and PREPL inh 5.
For Cc1ccc(C)n1-n1cnc2sc3c(c2c1=O)CCC3 the results were LYPLA2 counter -4, PAD4 inh -2, LYPLA1 inh -3, PAFAH1B2 inh -8, pPAFAH inh 1, PAFAH1B3 inh 1, GSTO1 counter 5, PREPL inh 13 and PAFAH2 inh 1.
`C=CC[C@H](CC(=O)N(CCO)Cc1ccccc1)C(=O)N[C@H](C)COC(=O)[C@@H](CC=C)Cc1ccc(F)cc1` gave PAD4 inh -3, PAFAH1B2 inh 3, pPAFAH inh 4, PAFAH1B3 inh 9, PREPL inh 12 and PAFAH2 inh 3.
`CC(C)(C)c1ccc(OC(=O)c2cccnc2)cc1` gave LYPLA2 counter 4, PAD4 inh -7, LYPLA1 inh 1, PAFAH1B2 inh 12, pPAFAH inh 3, PAFAH1B3 inh 0, GSTO1 counter 6, PREPL inh 9 and PAFAH2 inh -3.
Screening O=c1c2ccccc2oc2ccc(C#CC3(O)CCCCC3)cc12 returned LYPLA2 counter -8, PAD4 inh 3, LYPLA1 inh -8, PAFAH1B2 inh -4, pPAFAH inh 0, PAFAH1B3 inh 1, GSTO1 counter -6, PREPL inh -1 and PAFAH2 inh -6.
`COc1ccc(N(C)C(=O)c2cc3c(s2)-c2ccccc2S(=O)(=O)C3)cc1` gave LYPLA2 counter -3, PAD4 inh 3, LYPLA1 inh -2, PAFAH1B2 inh 3, pPAFAH inh 0, PAFAH1B3 inh -2, GSTO1 counter -1, PREPL inh 11 and PAFAH2 inh -6.
COc1ccc(C)cc1NC(=O)C(Sc1nnc(Nc2ccccc2F)s1)c1ccccc1 (centres undefined) was read as LYPLA2 counter -24, PAD4 inh -3, LYPLA1 inh -21, PAFAH1B2 inh -7, pPAFAH inh -12, PAFAH1B3 inh -20, GSTO1 counter -16, PREPL inh 6 and PAFAH2 inh -20.
For Cc1cc[n+](-c2[nH]c(=O)sc2/C=N/N=C(\[O-])c2ccncc2)cc1 the results were LYPLA2 counter -1, PAD4 inh -2, LYPLA1 inh -4, PAFAH1B2 inh 6, pPAFAH inh 13, PAFAH1B3 inh 11, GSTO1 counter 3, PREPL inh 2 and PAFAH2 inh 5.
`CCCn1nnc(NC(=O)COc2ccc(CC)cc2)n1` gave LYPLA2 counter 2, PAD4 inh -5, LYPLA1 inh -3, PAFAH1B2 inh 3, pPAFAH inh 1, PAFAH1B3 inh 4, GSTO1 counter 7, PREPL inh 24 and PAFAH2 inh 0.
C=C(C)C1CC=C(CN2CCC(O)CC2)CC1 (centres undefined) was read as LYPLA2 counter 4, PAD4 inh -2, LYPLA1 inh 0, PAFAH1B2 inh 5, pPAFAH inh 3, PAFAH1B3 inh -3, GSTO1 counter 8, PREPL inh -3 and PAFAH2 inh 3.
CCC(C)(C)NC(=O)C(c1ccccc1)N(Cc1cccs1)C(=O)Cn1nnc2ccccc21 (centres undefined) was read as LYPLA2 counter -1, PAD4 inh -1, LYPLA1 inh -4, PAFAH1B2 inh 6, pPAFAH inh 5, PAFAH1B3 inh 1, GSTO1 counter 9, PREPL inh -6 and PAFAH2 inh 2.
`CCCCN(C)C(=O)c1nc2ccccn2c1CNCCCn1nnc2ccccc21` gave LYPLA2 counter 1, PAD4 inh 0, LYPLA1 inh -2, PAFAH1B2 inh -1, pPAFAH inh -3, PAFAH1B3 inh 11, GSTO1 counter -4, PREPL inh 10 and PAFAH2 inh 6.
Screening CCOC(=O)N1CCN(S(=O)(=O)c2ccc(C)cc2)C1 returned LYPLA2 counter 0, PAD4 inh 3, LYPLA1 inh -1, PAFAH1B2 inh 6, pPAFAH inh -2, PAFAH1B3 inh 4, GSTO1 counter 0, PREPL inh -10 and PAFAH2 inh -1.
Cc1cc(C)c(NS(=O)(=O)c2ccc(NC(=O)/C=C/C(=O)O)cc2)c(C)c1 was read as LYPLA2 counter 2, PAD4 inh -3, LYPLA1 inh 3, pPAFAH inh 8, GSTO1 counter -4 and PREPL inh -5.
Screening CC(c1ccc(Cl)cc1)n1c(-c2ccc3ccccc3n2)n[nH]c1=S (centres undefined) returned LYPLA2 counter -3, PAD4 inh -3, LYPLA1 inh -2, PAFAH1B2 inh 2, pPAFAH inh 8, PAFAH1B3 inh 11, GSTO1 counter -2, PREPL inh 3 and PAFAH2 inh -1.
C=CCOC(=O)C1=C(C)N=c2s/c(=C3\C(=O)N(CC(=O)O)c4ccccc43)c(=O)n2C1c1ccc(OC)cc1 (centres undefined) was read as LYPLA2 counter -5, PAD4 inh -1, LYPLA1 inh -1, PAFAH1B2 inh 9, pPAFAH inh 6, PAFAH1B3 inh -2, GSTO1 counter -4, PREPL inh -1 and PAFAH2 inh 2.
Screening OC(COc1ccccc1)Cn1c2ccccc2c2ccccc21 (centres undefined) returned LYPLA2 counter -1, PAD4 inh -7, LYPLA1 inh 2, PAFAH1B2 inh 5, pPAFAH inh 1, PAFAH1B3 inh 8, GSTO1 counter 3, PREPL inh 6 and PAFAH2 inh -5.
`O=C(CN(c1ccccc1)S(=O)(=O)c1ccccc1)NCCSc1ccccn1` gave LYPLA2 counter 4, PAD4 inh 1, LYPLA1 inh 0, PAFAH1B2 inh 4, pPAFAH inh -4, PAFAH1B3 inh 2, GSTO1 counter 4, PREPL inh -2 and PAFAH2 inh 3.
For O=C(Cc1cccc2ccccc12)Nc1ccc2c(c1)C(=O)NC2=O the results were LYPLA2 counter 1, PAD4 inh -5, LYPLA1 inh -7, PAFAH1B2 inh 1, pPAFAH inh -2, PAFAH1B3 inh -6, GSTO1 counter 0, PREPL inh -14 and PAFAH2 inh -6.
CC(C)Cn1c(CN(C)Cc2ccccc2)nc2c1c(=O)n(C)c(=O)n2C was read as LYPLA2 counter -2, PAD4 inh 3, LYPLA1 inh -1, PAFAH1B2 inh 6, pPAFAH inh -1, PAFAH1B3 inh 8, GSTO1 counter -1, PREPL inh 18 and PAFAH2 inh 5.
For CCCOC(=O)c1ccc(Cl)c(NC(=O)c2ccc(-c3ccccc3)cc2)c1 the results were LYPLA2 counter 9, PAD4 inh 2, LYPLA1 inh 1, PAFAH1B2 inh 3, pPAFAH inh 1, PAFAH1B3 inh 5, GSTO1 counter -3, PREPL inh -6 and PAFAH2 inh -2.
For CCc1cccc2c(C(=O)CSc3nncn3C)c[nH]c12 the results were LYPLA2 counter -4, PAD4 inh 0, LYPLA1 inh 1, PAFAH1B2 inh 0, pPAFAH inh 3, PAFAH1B3 inh 8, GSTO1 counter -2, PREPL inh -4 and PAFAH2 inh 2.
`CN(C)/C=N/C(=S)Nc1ccc(F)cc1` gave LYPLA2 counter 2, PAD4 inh -1, LYPLA1 inh -1, PAFAH1B2 inh 5, pPAFAH inh 0, PAFAH1B3 inh 4, GSTO1 counter 0, PREPL inh -3 and PAFAH2 inh -3.
N#C/C(=C/c1ccco1)c1nc2ccccc2s1 was read as LYPLA2 counter -2, PAD4 inh -31, LYPLA1 inh -3, PAFAH1B2 inh -3, pPAFAH inh 4, PAFAH1B3 inh -4, GSTO1 counter -4, PREPL inh -4 and PAFAH2 inh 1.
`CSc1sc(C(=O)NC(=O)NCc2ccncc2)c(C)c1-c1ccon1` gave LYPLA2 counter 0, PAD4 inh 4, LYPLA1 inh -3, PAFAH1B2 inh 3, pPAFAH inh -1, PAFAH1B3 inh -2, GSTO1 counter -1, PREPL inh -5 and PAFAH2 inh 11.
c1ccc(N2CCN(c3nc(-c4ccccn4)nc4ccccc34)CC2)cc1 was read as LYPLA2 counter 2, PAD4 inh -1, LYPLA1 inh 3, PAFAH1B2 inh -4, pPAFAH inh 3, PAFAH1B3 inh -6, GSTO1 counter 3, PREPL inh 83* and PAFAH2 inh 0.
`NS(=O)(=O)c1ccc(CCNC(=O)CSc2nc3ccsc3c(=O)n2CCCCC(=O)O)cc1` gave LYPLA2 counter -5, PAD4 inh -1, LYPLA1 inh -5, PAFAH1B2 inh 0, pPAFAH inh 1, PAFAH1B3 inh 5, GSTO1 counter 14, PREPL inh -7 and PAFAH2 inh 5.
For Cc1ccc(Cn2c(=N)n(CC(=O)c3ccccc3)c3ccccc32)cc1 the results were LYPLA2 counter -6, PAD4 inh -7, LYPLA1 inh -7, PAFAH1B2 inh 1, pPAFAH inh 1, PAFAH1B3 inh 5, GSTO1 counter 4, PREPL inh -44 and PAFAH2 inh 7.
Screening COc1ccc(NC(=O)c2sc3nc(C)nc(N4CCN(c5ccccn5)CC4)c3c2C)cc1Cl returned LYPLA2 counter 2, PAD4 inh -6, LYPLA1 inh 3, PAFAH1B2 inh -16, pPAFAH inh 2, PAFAH1B3 inh -13, GSTO1 counter -17, PREPL inh 13 and PAFAH2 inh -19.
COc1ccc(-n2c(Cc3cccn3C)nnc2SCC(=O)Nc2cccc(F)c2)cc1 was read as LYPLA2 counter -1, PAD4 inh 0, LYPLA1 inh 3, PAFAH1B2 inh 10, pPAFAH inh 12, PAFAH1B3 inh 4, GSTO1 counter -4, PREPL inh 22 and PAFAH2 inh -3.
Screening COc1cc(NC(=O)C/C(C)=N/NC(=O)c2cccs2)c(OC)cc1Cl returned LYPLA2 counter 0, PAD4 inh -2, LYPLA1 inh -2, PAFAH1B2 inh -1, pPAFAH inh 2, PAFAH1B3 inh 10, GSTO1 counter 2, PREPL inh -7 and PAFAH2 inh -2.

5 compounds already listed, sorted by count of non-hydrogen atoms, lowest first:
N#C/C(=C/c1ccco1)c1nc2ccccc2s1 was read as LYPLA2 counter -2, PAD4 inh -31, LYPLA1 inh -3, PAFAH1B2 inh -3, pPAFAH inh 4, PAFAH1B3 inh -4, GSTO1 counter -4, PREPL inh -4 and PAFAH2 inh 1.
`CSc1sc(C(=O)NC(=O)NCc2ccncc2)c(C)c1-c1ccon1` gave LYPLA2 counter 0, PAD4 inh 4, LYPLA1 inh -3, PAFAH1B2 inh 3, pPAFAH inh -1, PAFAH1B3 inh -2, GSTO1 counter -1, PREPL inh -5 and PAFAH2 inh 11.
For Cc1ccc(Cn2c(=N)n(CC(=O)c3ccccc3)c3ccccc32)cc1 the results were LYPLA2 counter -6, PAD4 inh -7, LYPLA1 inh -7, PAFAH1B2 inh 1, pPAFAH inh 1, PAFAH1B3 inh 5, GSTO1 counter 4, PREPL inh -44 and PAFAH2 inh 7.
`NS(=O)(=O)c1ccc(CCNC(=O)CSc2nc3ccsc3c(=O)n2CCCCC(=O)O)cc1` gave LYPLA2 counter -5, PAD4 inh -1, LYPLA1 inh -5, PAFAH1B2 inh 0, pPAFAH inh 1, PAFAH1B3 inh 5, GSTO1 counter 14, PREPL inh -7 and PAFAH2 inh 5.
Screening COc1ccc(NC(=O)c2sc3nc(C)nc(N4CCN(c5ccccn5)CC4)c3c2C)cc1Cl returned LYPLA2 counter 2, PAD4 inh -6, LYPLA1 inh 3, PAFAH1B2 inh -16, pPAFAH inh 2, PAFAH1B3 inh -13, GSTO1 counter -17, PREPL inh 13 and PAFAH2 inh -19.

These rows are one share of the data. The share of hits here may be higher or lower than overall.
